TDP1 block – inhibitors of human tyrosyl-DNA phosphodiesterase TDP1 | Q9NUW8 | recombinant TDP1, AlphaScreen DNA substrate cleavage | Potency, µM (doses to about 130 µM), without a hit: at the top dose activity change, negative = inhibition, most hits filed as inhibitors | 350,000 tested, 0.28% active; active means well fitted inhibition curve with a large enough effect; inconclusive means small, poorly fitted or top-dose-only effect; inactive means no such curve, though single readings can be large or run the other way; further: nearly all actives have a fitted effect of over 40% in size
Target sequence (Q9NUW8 whole entry, looked up): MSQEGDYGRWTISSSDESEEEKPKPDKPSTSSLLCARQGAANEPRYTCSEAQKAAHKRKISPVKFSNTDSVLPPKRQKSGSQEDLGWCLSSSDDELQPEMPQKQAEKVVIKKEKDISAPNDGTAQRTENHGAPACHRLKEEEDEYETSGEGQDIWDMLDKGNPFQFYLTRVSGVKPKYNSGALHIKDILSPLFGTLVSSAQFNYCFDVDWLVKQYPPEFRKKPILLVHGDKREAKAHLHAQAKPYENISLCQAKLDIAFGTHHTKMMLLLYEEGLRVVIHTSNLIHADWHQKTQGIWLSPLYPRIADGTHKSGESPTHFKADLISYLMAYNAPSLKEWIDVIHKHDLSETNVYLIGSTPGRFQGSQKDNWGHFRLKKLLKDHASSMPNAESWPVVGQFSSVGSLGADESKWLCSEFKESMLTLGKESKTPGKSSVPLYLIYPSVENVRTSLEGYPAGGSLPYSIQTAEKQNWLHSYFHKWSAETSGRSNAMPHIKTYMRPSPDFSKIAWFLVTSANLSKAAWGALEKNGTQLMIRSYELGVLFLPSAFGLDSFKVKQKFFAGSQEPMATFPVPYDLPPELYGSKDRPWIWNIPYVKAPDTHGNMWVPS
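E. coli-derived human Tdp1, 1 nM final. Cpd preinc 15 min RT; substrate 15 nM final, 5 min RT; AS bead mix 10 ug/ml final, 10 min RT. Signal loss = tyrosine-FITC cleavage. No-enzyme wells = max signal.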
* hit, by the source's call; ? = inconclusive; & = joins results of further samples; [ ] = remark or other dose. On the % scale 0 is the no-effect control and ±100 the full control effect; potency means the concentration at half of the fitted maximal effect. The list is partial (hit frequency here may not be typical).

A first look, 2 compounds:
SMILES | TDP1 block
CCOC(=O)c1c(NC(=S)Nc2ccccc2)sc2c1CCN(CCc1ccccc1)C2 | 6%
COc1ccc(CNC(=O)C2CCCN(C(=O)c3cnn(-c4ccc(F)cc4)c3-n3cccc3)C2)cc1 (centres undefined) | 0%

The listing, from the first entry:
SMILES | TDP1 block
CCOC(=O)c1c(NC(=S)Nc2ccccc2)sc2c1CCN(CCc1ccccc1)C2 | 6%
COc1ccc(CNC(=O)C2CCCN(C(=O)c3cnn(-c4ccc(F)cc4)c3-n3cccc3)C2)cc1 (centres undefined) | 0%
COc1cccc(-c2ccc(SCC(=O)N3CCc4ccccc43)nn2)c1 | 3%
CCc1c(C)nc(SCC(=O)N2CCc3ccccc32)[nH]c1=O | 0%
COc1nc(N/N=C/c2ccc(-c3cccc([N+](=O)[O-])c3)o2)nc(N2CCOCC2)n1 | 2%
COc1ccccc1C1=Nn2c(nnc2-c2ccccc2C)SC1 | 10%&9%
O=C(Nc1nc2ccccc2n1CCN1CCCCC1)c1ccc(Cl)cc1 | -2%
CCN(CC)C[C@@H](O)CN1CCCCc2nc(C)c(C)cc21 | 3%[21 µM]
CC1CCN(c2nc3ccccc3nc2N2CCC(C)CC2)CC1 | 0%
CCN(CC)CCCCn1c(-c2ccccc2)nc2c(N3CCOCC3)nc(C)nc21 | -5%
Cc1c(C(=O)N(C)C2CCCCC2)sc2nc3ccc(N)cc3n12 | 10%
C[C@@H]1NC(=O)[C@H](CCCN=C(N)N)NC(=O)c2cc([N+](=O)[O-])cc(I)c2OCC[C@@H](C(N)=O)NC1=O | 3%
C=C/C1=C/Cc2ccccc2[C@H](C[N+](=O)[O-])C(C(=O)OC)(C(=O)OC)C1 | 7%
CN1C(=O)C(Cc2c[nH]c3ccccc23)NC1=S (centres undefined) | 12%&7%
COc1cc(NC(=O)CSc2nccn2C)cc(OC)c1OC | 5%
O=C(NCc1ccccc1Cl)C1CCCN(C(=O)c2cnn(-c3ccc(F)cc3)c2-n2cccc2)C1 (centres undefined) | 8%
O=C(CSc1ccc2nnc(-c3cccnc3)n2n1)N1CCc2ccccc21 | 0%
Cc1ccc(OC(=O)c2cccc(C(=O)Oc3ccc(C)cn3)n2)nc1 | 4%
O=C(O)CNC(=O)[C@@H](CS)Cc1ccccc1 | -5%[56.1 µM]
Cc1ccc2nc(CSc3nc(C)nc4c3oc3ccccc34)[nH]c2c1 | 2%

Another view of some results above:
mol,TDP1 block
Cc1c(C(=O)N(C)C2CCCCC2)sc2nc3ccc(N)cc3n12,10%
C[C@@H]1NC(=O)[C@H](CCCN=C(N)N)NC(=O)c2cc([N+](=O)[O-])cc(I)c2OCC[C@@H](C(N)=O)NC1=O,3%
C=C/C1=C/Cc2ccccc2[C@H](C[N+](=O)[O-])C(C(=O)OC)(C(=O)OC)C1,7%
CN1C(=O)C(Cc2c[nH]c3ccccc23)NC1=S (centres undefined),12%&7%
COc1cc(NC(=O)CSc2nccn2C)cc(OC)c1OC,5%
O=C(NCc1ccccc1Cl)C1CCCN(C(=O)c2cnn(-c3ccc(F)cc3)c2-n2cccc2)C1 (centres undefined),8%

The list goes on.
SMILES | TDP1 block
COC(=O)C(C(=O)OC)[C@@H]1O[C@@]23COC=C[C@]2(C)[C@H]3c2ccccc21 | 9%
Cc1cc2c(c(=O)o1)[C@H](O)[C@H]1O[C@@H]1C2=O | ?
O=C(N/N=C/c1cccc(Oc2ccccc2)c1)c1ccccc1F | -1%
COc1ccc(NC(=O)c2nc[nH]c2C(=O)NCCCCCNC(=O)OC(C)(C)C)cc1 | 0%
COC(=O)c1ccc(C(NC(=O)OCc2ccccc2)/C(I)=C/[C@@H](C)C(=O)NCc2ccc(C)o2)cc1 (some centres undefined) | 10%
COC(=O)CC1c2ccccc2C(Cc2ccc(OC)cc2)=C(C)N1C(=O)OC (centres undefined) | 9%[21 µM]
CCN(CC)C(=O)CSc1nnc(COc2cccc(C)c2)n1C | -7%
CC(C)CO/N=C1/C[C@@H](O)[C@@H](O)[C@@H]2[C@@H]3C(=O)N(C(C)(C)C)C(=O)[C@H]3CC[C@H]12 | 9%[21 µM]
C=C(C)C(=O)/C=C/C=C/c1ccccc1 | -3%
CCOC(=O)CCN1C(=O)[C@H]2[C@@H]3[C@H](O)[C@H](O)CC(=O)[C@H]3CC[C@H]2C1=O | 9%&5%[21 µM]
C=CC[C@@H]1C=C[C@H](O/N=C(\C)CCN2CCc3nc(CC)c(CC)cc3C2)[C@H](CO)O1 | 7%[21 µM]
COc1ccc(-c2nc(-c3ccccc3)c(NCc3ccccc3)o2)cc1 | 5%
Cc1ccccc1CN1C(=O)c2ccccc2Sc2ccc(C(=O)OCc3ccco3)cc21 | 1%
CCOC(=O)[C@H](CCc1ccccc1)N[C@@H](C)C(=O)N1[C@H](C(=O)O)C[C@H]2CCC[C@@H]21 | 15%[21 µM]
COc1ccc(-c2nn(CC(=O)N3CCCCC3)c(=O)c3ccccc23)cc1 | 5%
COc1ccccc1NC(=O)CSc1nnc(N)s1 | -1%
COc1ccc(C2=Nn3c(nnc3-c3cccc(OC)c3OC)SC2)c(OC)c1 | 9%
COc1c(Cl)cccc1NC(=O)c1c(NC(=O)Cc2ccccc2)sc2c1CCCC2 | 1%
CCCC(=O)OC(=O)CCC | 12%
O=C(NCCOc1ccccc1)O[C@@H]1C(=O)c2cc(Br)ccc2O[C@H]1c1ccc2c(c1)OCO2 | 8%
Cc1cc(C)c2c(n1)nn1c(N3CCN(c4ccccn4)CC3)cc(C)nc21 | 0%
CCC(=O)NC(c1ccco1)c1cc(Cl)c2cccnc2c1OC (centres undefined) | 0%
C=C1CCN(C(Cc2ccccc2)C(=O)NC2CCN(Cc3ccccc3)CC2)S(=O)(=O)c2ccccc21 (centres undefined) | -8%
O=C(O)[C@H](Cc1c[nH]c2ccccc12)N1C(=O)C2=CCCC=C2C1=O | 8%
CCc1ccccc1NC(=O)CSc1ncc(S(=O)(=O)c2ccccc2)c(=O)[nH]1 | -2%
CCOCC(=O)Nc1cc(C(=O)NCCC(C)C)ccc1Cl | -3%
COC(=O)[C@@]1(Cc2ccc(F)cc2)[C@@H]2C(=CC(=O)[C@H]2CC(=O)C(=O)N2CCCC2)CN1C(=O)c1ccccc1 | 8%
CC(=O)Nc1ccc(SCCN2CCN(CCc3ccccc3)CCC2=O)cc1 | 19%
COc1cccc(CNc2ncnc3ccc(-c4c(C)noc4C)cc23)c1 | 1%&11%
O=P1(O)OP(=O)(O)OP(=O)(O)O1.[Al] | 8%
C=C1/C(=C\C=C2\CCCC3(C)C2CCC3C(C)/C=C/C(O)C2CC2)CC(O)CC1O (centres undefined) | 11%
CCOC(=O)c1cnc2c(C)c(Cl)ccc2c1Nc1ccc(S(=O)(=O)Nc2ncccn2)cc1 | 0%
N#CN1CCC(NS(=O)(=O)c2cccc(C(F)(F)F)c2)CC1 | 1%
CCOc1ccc(C(=O)Nc2c(C(=O)c3ccc(OC)cc3)oc3ccccc23)cc1 | 1%
C[C@@H]1C(=O)O[C@H]2[C@H](O)[C@@]34[C@H]5CC(C(C)(C)C)[C@]36[C@H](OC(=O)[C@H]6O)O[C@]4(C(=O)O5)[C@@]12O (some centres undefined) | 3%
Cc1cccc(CNc2ncnc3ccc(-c4ccc5c(c4)OCCO5)cc23)c1 | 3%
COc1ccc(-c2c(C3C4C=CCC(C)C4C(=O)N3Cc3ccccc3)ccc3ccccc23)cc1 (centres undefined) | 9%
CC(=O)Nc1ccn(C2OC(C(COC(C)=O)NC(=O)C3CCCN3C(=O)OC(C)(C)C)C(OC(C)=O)C2OC(C)=O)c(=O)n1 (centres undefined) | 7%
C[C@H](O/N=C1/[C@H]2O[C@@H]2[C@@H](O)[C@H]2[C@H]1CCn1c(=O)n(-c3ccccc3)c(=O)n12)c1cn([C@H](CO)Cc2ccccc2)nn1 | 2%&6%[21 µM]
C[C@@H]1CC2(OC(O)[C@]3(C)O[C@H]23)O[C@H]2C[C@@]3(C)[C@@H]4CC[C@H]5C(C)(C)C(O[C@@H]6OC[C@@H](O)[C@H](O)[C@H]6O)CC[C@@]56C[C@@]46CC[C@]3(C)[C@@H]12 (some centres undefined) | 19%
CCCCCCCCCCCCC/C=C/[C@@H](O)[C@H](COP(=O)([O-])OCC[N+](C)(C)C)NC(=O)CCCCCCCCCCCCCCCCC | 7%
C[C@H](O/N=C1/[C@H]2O[C@@H]2[C@@H](O)[C@H]2[C@H]1CCn1c(=O)n(-c3ccccc3)c(=O)n12)c1cn([C@H]2COC[C@H]2O)nn1 | 4%[21 µM]
Cc1cc2c(s1)c1cnn(Cc3cc(C(F)(F)F)cc(Cl)c3F)c(=O)c1n2C | -6%
O=C1OC(c2ccc(F)cc2)=C/C1=C\c1ccc([N+](=O)[O-])o1 | -10%
COC(=O)N1CCCc2cc(S(=O)(=O)N3CCN(c4ccccc4)CC3)ccc21 | 6%
O=C1C=C[C@@H](O)[C@H]2[C@@H]3C(=O)N(C[C@@H]4CCCO4)C(=O)[C@@H]3CC[C@H]12 | 8%[21 µM]
COc1ccc(SCC(Cc2ccccc2)N2CCN(CCc3ccccc3)CCC2=O)cc1 (centres undefined) | 15%
O=C(OCC#CCSc1nnc(-c2cccc3ccccc23)o1)c1ccc(Cl)c(C(F)(F)F)c1 | -3%
Cc1cccc(N2C(=O)CSC23C(=O)N(Cc2cccc(F)c2)c2ccccc23)c1 (centres undefined) | -6%
Cc1ccc(C)c(N2CCN(CCCNC(=O)CCC(=O)N3CCOc4ccc(Cl)cc43)CC2)c1 | 6%
COc1ccc(/C=C/NC(=O)Cc2ccc(OC)c(OC)c2)cc1 | 7%&2%[21 µM]
Cc1cc(NC(=O)c2cnccn2)no1 | 0%
O=C(/C=C/c1ccccc1)NC1CCCc2ccccc21 (centres undefined) | 1%
CCN(C(=O)COC(=O)c1cccc(NS(=O)(=O)c2ccc(F)c(F)c2)c1)C1CCS(=O)(=O)C1 (centres undefined) | 0%
CC1=C(C)Cc2c(OC(=O)c3ccccc3)ccc(OC(=O)c3ccccc3)c2C1 | 7%
CC(=O)NCCc1ccc(O)c(O)c1 | -10%
O=C(OCC#CCSc1nnc(-c2ccccc2F)o1)c1ccc(F)cc1 | -17%
CCOC(=O)c1ccccc1NC(=O)CSc1nc2c(c(=O)n(C)c(=O)n2C)n1C | 1%
COc1cc(C(=O)Nc2cc(C)c(O)c(-c3nc4cc(Cl)ccc4o3)c2)cc(OC)c1OC | -1%
N#CCCCS(=O)(=O)c1nc2ccccc2s1 | 7%

Brought forward from above: 2 entries; new compounds follow.
SMILES | TDP1 block
COc1cc(C(=O)Nc2cc(C)c(O)c(-c3nc4cc(Cl)ccc4o3)c2)cc(OC)c1OC | -1%
N#CCCCS(=O)(=O)c1nc2ccccc2s1 | 7%
c1ccc(-n2ncc3c2ncn2c(C4CCCCC4)nnc32)cc1 | 1%
COc1ccc(C2CC(=O)N(CC(=O)Nc3cc(C)ccc3C)c3ccccc3S2)cc1 (centres undefined) | -3%
COc1ccc(N2CCN(CCNC(=O)CCS(=O)(=O)c3cccc4nsnc34)CC2)cc1 | 4%
C[C@H]1Cc2c(-c3ccccc3)nc3c(c2CO1)CN(C(=O)c1cccnc1)CC3 | 0%[12.3 µM]
COc1ccc2c(c1)O[C@@H](c1cccc(C(F)(F)F)c1)[C@H](OC(=O)NCCc1ccc(OC)c(OC)c1)C2=O | 15%&3%
COc1ccc(/C=C/C(=O)Oc2ccc(/C=N/NC(=O)COc3c(C)cccc3C)cc2)cc1 | 3%
C[C@H]1C(=O)N(S(=O)(=O)c2ccc([N+](=O)[O-])cc2)[C@H]1c1ccc(F)cc1 | 8%
CCN(CC)S(=O)(=O)c1ccc2c(c1)c(=O)c(C(=O)NCc1ccc3c(c1)OCO3)cn2C | 0%
CCOC(=O)N1CCN(c2nc3c(c(=O)[nH]c(=O)n3C)n2Cc2ccccc2Cl)CC1 | 3%
COC(=O)c1ccc(C(/C=C/[C@@H](C)C(=O)NCc2ccc(OC)c(O)c2)NC(=O)OCc2ccccc2)cc1 (some centres undefined) | 13%
O=C(CSc1nnc(-c2ccccc2)c2ccccc12)NCC1CCCO1 (centres undefined) | 5%
COc1cccc(N2CCN(C(=O)CN3C(=O)COc4ccc(S(=O)(=O)N5CCC(C)CC5)cc43)CC2)c1 | 4%
CN(C)C(=O)c1ccc(-c2cc[nH]c(=O)c2N)cc1 | 2%
O=S(=O)(Nc1cccc2cccnc12)c1cccs1 | 1%
COc1ccc(S(=O)(=O)Nc2cc(OC)cc3cccnc23)cc1 | 22%
COC(=O)c1[nH]c2cccc(OC)c2c1NC(=O)CCN1CCN(c2ccccc2F)CC1 | 4%
COc1cc(NC(=O)c2ccc(-n3cnc4cccnc43)cc2)cc(OC)c1 | 0%
CC(=O)OCC1C2CC[C@H]3C(OCc4ccc(F)cc4C(F)(F)F)OC[C@]4(C)[C@H]3C2=C(CN4C(=O)OC(C)(C)C)[C@H](C)C1COC(C)=O (some centres undefined) | 6%
CN(Cc1ccco1)Cc1ccc(O)c2ncccc12 | -2%
CC1(C)CC(=O)C=C(N2CCN(C3=CC(=O)CC(C)(C)C3)CC2)C1 | -4%
CCOC(=O)C1OC1C(=O)N[C@@H](CC(C)C)C(=O)NCCC(C)C (some centres undefined) | 6%
CN(C)C(=O)NC1CCCCCCC1 | 2%
CCOC(=O)Cn1c(=O)n(-c2ccccc2OC)c2nc(-c3ccccc3C)nc(C(N)=O)c21 | 4%
CC(C)(C)c1ccc(OC2C=CC(C#Cc3ccccc3)OC2CO)cc1 (centres undefined) | 6%[21 µM]
CC1(C)Cc2c(sc3c4nnnn4c4nnnn4c23)CO1 | 4%
O=C(OCC#CCSc1nnc(-c2cccc3ccccc23)o1)c1ccccc1F | -11%
